# Source: PubChem (National Center for Advancing Translational Sciences (NCATS))
# GLP-1R agonist = GLP-1 receptor (human) agonism; HEK293 GLP-1R CRE-luciferase, luminescence, 4-6 h; cells express a hypersensitive GLP-1R form; Potency, µM (top dose mostly 45.6 µM), for inactives: at the highest dose activation, usual class: activators; 380,000 compounds, 0.007% hits; AID 624172; note: potency is the fitted concentration of half-maximal effect; % of control where 0% means no effect
# D3 antag = antagonists of human D3 dopamine receptor; P35462; D3R cells, DiscoveRx beta-arrestin luminescence, antagonist mode; hits give low values; max response, negative = inhibition, %; 360,000 compounds, 2.5% hits; in the data active = max response below about -50%; inconclusive = no clear call, values can overlap the other calls; note: % is set by controls: 0 for no effect and ±100 for the full control effect; mostly tested at two doses, the higher about 12 µM
# Target sequence (P35462 whole entry, looked up): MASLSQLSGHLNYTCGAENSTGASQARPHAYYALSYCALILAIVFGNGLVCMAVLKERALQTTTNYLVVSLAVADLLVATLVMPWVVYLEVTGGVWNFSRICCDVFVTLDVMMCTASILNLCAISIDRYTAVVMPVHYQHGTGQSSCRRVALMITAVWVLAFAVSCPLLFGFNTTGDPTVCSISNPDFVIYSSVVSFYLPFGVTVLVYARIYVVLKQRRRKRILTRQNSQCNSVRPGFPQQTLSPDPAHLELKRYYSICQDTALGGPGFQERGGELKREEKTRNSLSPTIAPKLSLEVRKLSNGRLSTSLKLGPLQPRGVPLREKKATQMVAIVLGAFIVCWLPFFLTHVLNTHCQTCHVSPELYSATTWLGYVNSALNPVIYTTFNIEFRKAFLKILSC
#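 Cells plated overnight at 1500 cells/well, then exposed to library compounds with dopamine controls for 90 minutes at 37 degrees C. DiscoveRx reagent added for 30–60 minutes at room temperature; luminescence read, quantitative HTS format.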
# PTHR1 ag = agonists of human PTHR1 parathyroid hormone receptor | Q03431 | HEK293 GP2 PTHR1 cells, GloSensor cAMP luminescence, 1 h | Potency, µM (series often up to 115 µM), without a hit: top-dose activation, actives largely listed as activators | 410,000 compounds, 0.075% hits | AID 743266; note: potency is the fitted concentration of half-maximal effect; nearly all actives have a fitted effect of over 55% in size; some results filed as inactive show a strong effect at the top dose; inactives centre near -15; many of its hits are not listed in these tables
# Target sequence (Q03431 whole entry, looked up): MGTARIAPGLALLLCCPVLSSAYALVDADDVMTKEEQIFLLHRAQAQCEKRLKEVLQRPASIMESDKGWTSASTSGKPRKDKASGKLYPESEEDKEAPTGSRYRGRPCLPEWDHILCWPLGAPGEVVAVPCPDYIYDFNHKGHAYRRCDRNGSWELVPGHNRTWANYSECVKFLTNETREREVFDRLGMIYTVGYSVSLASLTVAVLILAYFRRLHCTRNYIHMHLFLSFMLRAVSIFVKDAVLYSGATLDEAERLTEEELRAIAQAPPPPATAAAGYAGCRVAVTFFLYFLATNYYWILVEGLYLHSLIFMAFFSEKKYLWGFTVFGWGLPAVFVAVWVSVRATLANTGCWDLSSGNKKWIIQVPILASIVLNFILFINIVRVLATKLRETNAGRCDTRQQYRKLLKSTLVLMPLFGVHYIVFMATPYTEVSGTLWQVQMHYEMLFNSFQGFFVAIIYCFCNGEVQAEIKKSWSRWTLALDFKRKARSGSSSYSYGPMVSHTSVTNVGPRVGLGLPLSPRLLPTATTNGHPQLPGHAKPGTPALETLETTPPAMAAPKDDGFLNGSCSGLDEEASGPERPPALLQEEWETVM
#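 HEK-293-derived GP2 cells expressing PTHR1 and a GloSensor cAMP reporter, 3,000/well, plated overnight, given luciferin plus IBMX (each 0.5 mM as added) for 1 h at 37 °C, then compound for 1 h at 37 °C. Luminescence was read after 15 min at room temperature.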
# FUS suppressor = FUS proteinopathy suppression in yeast; 390,000 compounds, 0.24% hits; Potency, µM (top dose mostly 76.6 µM), inactives show at the top dose growth rescue (activation), hits mostly activators; AID 1347120; S. cerevisiae FUS-expressing, growth rescue, OD600, 24 h;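 note: potency is the fitted concentration of half-maximal effect; plate controls were DMSO vehicle for no effect and reference control for full effect; nearly all actives have a fitted effect of over 55% in size; some results filed as inactive show a strong effect at the top dose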
#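 S. cerevisiae expressing FUS from galactose induction served as the toxicity model. Growth after 24hr at 30C, read as absorbance at 600 nm, indicates suppression of toxicity; compounds dosed at several concentrations.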
# GLP1R inv ag = acts as inverse agonist at human GLP-1 receptor | AID 624417 | 410,000 compounds, 1.6% hits | HEK293 GLP-1R CRE-luciferase, luminescence, 24 h; GLP-1R form is constitutively active | Potency, µM (titrated, usually from 38.3 µM), inactives show top-dose activity change, negative = inhibition, most hits filed as inhibitors | P43220; note: potency is the fitted concentration of half-maximal effect; % is set by controls: 0 for no effect and ±100 for the full control effect; nearly all actives have a fitted effect of over 55% in size
#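 Luminescence readout: a drop in cAMP-driven luciferase signal flags inverse agonism at a constitutively active GLP-1R stably expressed in HEK293. Compound exposure lasted 24 hr at 37 deg C, 5% CO2.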
# Akt phos inh = Akt phosphorylation inhibition; Neuro2A IGF-stimulated pAkt S473 HTRF, 20 min; hits give low values; activity change, % for hits at 50 µM; 360,000 compounds, 0.32% hits; AID 651550; in the data active = activity change below about -80%; inconclusive = mostly about -51% to -80%; note: % is set by controls: 0 for no effect and ±100 for the full control effect
#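 Neuro2A cells (4,500/well, DMEM with 0.5% FBS) were treated with compound at a single 50 µM final concentration, stimulated with 6 nM IGF for 20 min at 37 °C, and lysed. Phospho-Akt Ser473 was read by HTRF as 665/615 ratio ×10^4.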
# TDP-43 yeast inh = TDP-43 toxicity inhibition in yeast; TDP-43 expressing yeast growth rescue, BacTiter-Glo, 24 h; Potency, µM (titrated, usually from 46.1 µM), for inactives: top-dose growth rescue (activation), most hits filed as activators; 410,000 compounds, 1.8% hits; note: potency is the fitted concentration of half-maximal effect; % of control where 0% means no effect; nearly all actives have a fitted effect of over 50% in size
#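 Growth rescue of TDP-43-toxic yeast measured as ATP luminescence (BacTiter-Glo). Cells grown to mid-log in raffinose, induced in galactose at OD600=0.02, exposed to compound 24 hr at 30 deg C.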
# Abeta rescue = A-beta toxicity reversal in yeast. 410,000 compounds, 0.063% hits. Potency, µM (highest dose often 46.1 µM), inactives show at the highest dose growth rescue, actives largely listed as activators. yeast expressing A-beta42, growth rescue, OD600, 48 h; response scale: 0% DMSO, 100% iron-clioquinol control; note: potency is the fitted concentration of half-maximal effect; nearly all actives have a fitted effect of over 55% in size
#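 Yeast growth medium received pinned compounds, then yeast cells expressing toxic A-beta were added; plates incubated at 30 C for 48 hr. Growth read as absorbance at 600 nm, normalized to DMSO and equimolar FeCl3 plus clioquinol controls.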
# aSyn rescue = inhibitors of alpha-synuclein toxicity in yeast | Yeast expressing alpha-synuclein, growth rescue, BacTiter-Glo, 24 h | Potency, µM (highest dose often 46.1 µM), for the others: at the highest dose growth rescue (activation), most hits filed as activators | 370,000 compounds, 0.14% hits; note: potency is the fitted concentration of half-maximal effect; % of control where 0% means no effect; nearly all actives have a fitted effect of over 65% in size
#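 Readout is rescue of growth in alpha-synuclein-expressing yeast, so inhibitors of toxicity appear as activators. Growth after 24 hr at 30 deg C in galactose medium is quantified by luminescence.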
# The depositor's hits bear a star; i = inactive; ? = inconclusive; nt = no result given; [ ] = remark or other dose. Unless noted, calls come from the whole dose curve; as a rule, active = well fitted curve in the direction sought with a large enough effect; inconclusive = small, poorly fitted or top-dose-only effect, or another doubt; inactive = no such curve, though single readings can be large; an effect the other way counts as inactive or inconclusive.
cpd	smiles	GLP-1R agonist	D3 antag	PTHR1 ag	FUS suppressor	GLP1R inv ag	Akt phos inh	TDP-43 yeast inh	Abeta rescue	aSyn rescue
1	COc1ccc(OC)c(C(=O)CCCC(=O)c2cc(OC)ccc2OC)c1	21%	6	-73%[inhibitor]	30%	7%	i	23%	-6%	0%
2	COc1ccccc1C(=O)C1CCCN(Cc2ccc(Oc3ncccn3)cc2)C1 (configuration not stated)	6%	0	i	38%	-8%	i	1%	4%	9%
3	CN(C(=O)c1ccc(OC2CCN(CCc3ccccc3)CC2)cc1)C1CCOC1 (configuration not stated)	6%	-5	i	-2%	-22%	i	-2%	5%	0%
4	Cc1cccc(-c2nc(CCNC(=O)Cc3ccc(F)cc3)cs2)c1	nt	nt	-14%	8%	-25%	nt	28%	3%	nt
5	CC(C)(C)NC(=O)CSc1nnnn1C(C)(C)C	-6%	?	i	1%	-5%	i	9%	-8%	3%
6	O=[N+]([O-])c1cc(S(=O)(=O)NC2=NCCCCC2)ccc1NCC1CCCCC1	12%	1	-22%	?	?	i	?	-10%	17%
7	Cc1c(C(=O)NCc2cccc(Cl)c2)sc(=O)n1Cc1ccc(C(=O)N(C)C)cc1	8%	12	-28%	15%	18%	i	0%	-1%	2%
8	Cc1ccc(Nc2ccc(C(N)=O)cc2[N+](=O)[O-])cc1	6%	-10	-40%[inhibitor]	-4%	20%	i	11%	17%	1%
9	Clc1cccc(N=NN2CCOCC2)c1Cl	6%	8	-17%	11%	-10%	i	14%	-10%	14%
10	O=C(COc1nncc2ccccc12)Nc1c(F)c(F)c(F)c(F)c1F	3%	8	-2%	-4%	1%	i	-8%	-14%	-10%
11	COC(=O)c1sccc1NC(=O)CSc1nnnn1-c1ccccc1C	-7%	31	i	-12%	-13%	i	17%	12%	1%
12	O=C(O)c1ccc(S(=O)(=O)N2CCC(Cc3ccccc3)CC2)cc1	0%	-8	i	5%	-3%	i	-1%	-14%	2%
13	CCCCCCC(=O)N/N=C/c1ccco1	8%	34	i	nt	10%	i	-13%	-4%	6%
14	C=CCNC(=S)Nc1ccc2cn[nH]c2c1	5%	7	i	?	-9%	i	-9%	-17%	-1%
15	Cc1ccc(C)c(N(C)C(=O)C2CCN(S(=O)(=O)c3cccc4nsnc34)CC2)c1	-3%	nt	-23%	22%	-31%	nt	14%	-20%	nt
16	COc1ccc(S(=O)(=O)N(C)CC(=O)Nc2ccccc2OC)cc1	-2%	-11	-3%	5%	0%	i	8%	0%	1%
17	CC[C@@H](C)[C@@H]1CN([C@@H](CN2CCC[C@H]2CN2C(N)=NC[C@H]2CC(C)C)C(C)C)C(=N)N1CCc1ccc(Cl)c(Cl)c1	13%	-7	-19%	14%	-4%	i	0%	-31%	-14%
18	C=CCC1(CC=C)CCCN1C(=O)C1CCC(=O)N(CCc2ccc(OC)cc2)C1 (configuration not stated)	5%	-1	-31%	4%	-5%	nt	25%	-3%	6%
19	O=C(Nc1cccc(Cl)c1)C1CCN(C(=O)c2cccs2)CC1	13%	-8	i	3%	0%	i	8%	2%	5%
20	Cc1cccc(N2CCN(c3ncnc4onc(C)c34)CC2C)c1 (configuration not stated)	nt	nt	-29%	-5%	?	nt	?	-2%	nt
21	O=C(Cc1ccc(NC(=O)C2CCN(C(=O)C3CCCCC3)CC2)cc1)Nc1ccc(C(=O)N2CCOCC2)cc1	-4%	-2	-22%	1%	1%	i	34%	2%	-1%
22	COc1cc(/C=C/C(=O)OCC(=O)Nc2oc(C)c3c(C)n[nH]c(=O)c23)ccc1OC(F)F	13%	27	-15%	19%	16%	i	-18%	-12%	-1%
23	C=C(C)CNC(=S)/N=c1\scc(C)n1CC	-4%	-28	-29%	-4%	-11%	i	?	9%	0%
24	CC(C)(C)C(=O)[C@@H]1[C@@H]2C(=O)N(c3ccc4c(c3)OCCO4)C(=O)[C@@H]2C2c3ccccc3C=CN21 (some centres not stated)	2%	?	-56%[inhibitor][57.5 µM]	?	1%	i	7%	-15%	-1%
25	C=CCN1C(=O)C(CC(=O)O)SC1=Nc1ccc(N=Nc2ccccc2)cc1 (configuration not stated)	8%	-6	-60%[inhibitor]	25%	-20%	i	7%	-34%[inhibitor]	-23%
26	Cc1ccc(C(=O)C(C)Oc2ccc3ccc(=O)oc3c2)cc1 (configuration not stated)	9%	-16	-57%[inhibitor]	nt	20%	i	-13%	-18%	2%
27	COCCCn1c(=O)c2sccc2n(Cc2cccc(F)c2)c1=O	10%	-20	-3%	13%	-27%	i	4%	9%	-5%
28	CC(=O)c1nnn(-c2ccc(C)cc2Cl)c1C	nt	nt	-14%	5%	0%	nt	?	-1%	nt
29	CC(=O)NCCNc1nc2cc(-c3ccc(Cl)cc3C)sc2c(=O)n1C	20%	-20	-38%[inhibitor]	2%	0%	i	20%	3%	0%
30	COc1ccc(/C=N/Nc2cc(OC)ncn2)cc1	-6%	-23	-37%[inhibitor]	0%	-5%	i	19%	-8%	-17%
31	C=C(C)c1cccc(C(C)(C)NC(=O)NC2CC(C)(C)NC(C)(C)C2)c1	3%	7	i	-12%	?	i	-1%	-22%	-1%
32	C=CCOc1ccccc1CN1CCC(Cc2ccccc2)CC1	-2%	-52*	i	4%	?	i	-3%	28%	-8%
33	COc1ccc(S(=O)(=O)N(C)CC(=O)NCc2ccc3c(c2)OCO3)cc1	10%	16	i	10%	-1%	i	1%	-11%	3%
34	CCN1C(=O)c2cccc3c(NC(=O)C4CCCCC4)ccc1c23	0%	14	i	13%	0%	i	-6%	5%	1%
35	O=C(CN(CCc1ccccc1)S(=O)(=O)c1ccc(Br)cc1)N/N=C/c1ccccc1C(=O)O	4%	10	-8%	11%	?	i	-3%	-6%	0%
36	CCc1ccc(Oc2cc(Cl)nc(N)n2)cc1	15%	7	i	-12%	43%[activator]	i	15%	7%	2%
37	Cc1[nH]n(-c2ccc([N+](=O)[O-])cc2)c(=O)c1/C=N/N1CCOCC1	13%	-29	i	18%	17%[7.66 µM]	i	-19%[9.22 µM]	-34%	-33%[inhibitor]
38	COc1ccc(C(C(=O)NC2CCCCC2)N(C(=O)c2ccco2)c2ccccc2OC)cc1 (configuration not stated)	9%	-24	-26%	39%	?	i	-19%	-16%	-12%
39	CCC(=O)OCc1cnc(C)c2oc(=O)c(C(=O)Nc3ccc(CC)cc3)cc12	nt	nt	i	-30%	9%	nt	-9%	-14%	nt
40	CCCn1c(SCC(=O)Nc2cc(C)on2)nc2c1c(=O)n(C)c(=O)n2C	-9%	-51*	i	24%	1%	i	-10%	-2%	6%
41	Cn1c(=O)c2cc(NC(=S)NC3CCCCC3)ccc2n1C/C=C/c1ccccc1	-3%	12	-49%[inhibitor]	?	-24%	i	21%	7%	-2%
42	CCCCCCCCOC(=O)C(NC(=O)CCC(=O)Nc1ccc(S(N)(=O)=O)cc1)C(O)c1ccccc1 (configuration not stated)	6%	-19	0%[57.5 µM]	14%	0%	i	4%	0%	-5%
43	Cc1ccc(NC(=O)Cn2nc(Cc3ccncc3)c3ccccc3c2=O)c(Cl)c1	nt	nt	-23%	35%	5%	nt	-4%	-9%	nt
44	CCCS(=O)(=O)N1CC(=O)N(c2ccccc2F)C(C)(C(=O)NC2CCCCCC2)C1 (configuration not stated)	nt	nt	i	-4%	17%	nt	0%	-18%	nt
45	O=C(CSc1ccc(S(=O)(=O)N2CCOCC2)cn1)Nc1ccc(F)c(F)c1	7%	-1	-34%[inhibitor]	-21%	-26%	i	1%	-13%	0%
46	Cc1ccc2nc(SCC(=O)Nc3cc(C(F)(F)F)ccc3N3CCOCC3)[nH]c2c1	17%	-15	-45%[inhibitor][57.5 µM]	12%	1.3µM*	i	-3%	6%	5%
47	Cn1c(=O)[nH]c(=O)c2c1nc(N1CCCCC1)n2CCSc1ncccn1	-2%	-5	-28%	-16%	27%	i	-15%	1%	-2%
48	O=C(CN1CCN(CC(=O)Nc2ccccn2)CC1)Nc1ccccn1	10%	-8	i	-4%	-4%	i	13%	0%	-4%
49	CCOc1ccc(CNC(=O)CCCn2nc(C)c3sc4ccccc4c3c2=O)cc1	nt	nt	-39%[inhibitor]	-13%	-5%	nt	8%	13%	nt
50	O=C(CN1C(=O)c2ccccc2S1(=O)=O)Nc1ncc(Cl)cc1Cl	-1%	?	-56%[inhibitor]	1%	?	i	-10%	9%	-2%
51	Cc1cccc(N2CCN(C(=O)C3CCN(C(=O)c4cc5sccc5n4C)CC3)CC2C)c1 (configuration not stated)	nt	nt	-49%[inhibitor]	32µM*	?	nt	20%	?	nt
52	COc1cccc2c1OCC(CN1CCN(CCC(C)C)C(CCO)C1)=C2 (configuration not stated)	1%	-4	-9%	12%	-30%	i	-34%[inhibitor]	-10%	10%
53	Cc1sc2nc(CSc3ccccc3)nc(N3CCC(C(N)=O)CC3)c2c1C	23%	-1	-32%[inhibitor]	?	?	i	9%	-3%	-2%
54	O=C(NNC(=O)c1ccccc1-n1cccc1)c1ccc(Cl)cc1	1%	43	-20%	-39%	5%	i	4%	-6%[9.22 µM]	-8%
55	COc1ccc(-n2c(SCC(=O)N3CCc4ccccc43)nc3c([nH]c4ccccc43)c2=O)cc1	8%	nt	i	-8%	7%	nt	19%	-6%	-10%
56	O=C(NCc1ccco1)c1cccc(N2CCCC2=O)c1	1%	1	-3%	13%	13%	i	-3%	7%	-5%
57	CCNC(=O)C1(C)CCN(C(=O)c2cc(C)oc2C)C1 (configuration not stated)	3%	-6	-12%	30%	14%	i	19%	2%	-3%

# The list is partial; count on the stated rates, not on these rows.
